# IDH1 R132H inh: qHTS for Inhibitors of mutant isocitrate dehydrogenase 1 (IDH1): qHTS. Potency, µM (titrated, usually from 76.6 µM), without a hit: top-dose activity change, negative = inhibition, most hits filed as inhibitors. IDH1-R132H enzyme, NADPH consumption, diaphorase/resazurin fluorescence. actives 0.093% (n = 390,000). Isocitrate dehydrogenase [NADP] cytoplasmic (Homo sapiens), O75874. AID 602179, 2012; note: potency is the fitted concentration of half-maximal effect; % is set by controls: 0 for no effect and ±100 for the full control effect; nearly all actives have a fitted effect of over 65% in size
#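 IDH1-R132H (0.5 ug/mL) preincubated 30 min with compound, then NADPH (0.016 mM) and alpha-KG (2 mM) added; 80 min at RT, pH 7.5. Remaining NADPH coupled via diaphorase/resazurin to fluorescence (540/590 nm); concentration-response curves normalized to no-enzyme control.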
# Vif-A3F inh: qHTS for Inhibitors of Vif-A3F Interactions: qHTS. HeLa A3F-eYFP + Vif (tagged APOBEC3F with the HIV-1 protein that degrades it), YFP fluorescence increase. Potency, µM (doses to about 46.1 µM), without a hit: top-dose activity, negative = active. actives 0.2% (n = 390,000). AID 602313, 2012; note: potency is the fitted concentration of half-maximal effect; % of control where 0% means no effect; nearly all actives have a fitted effect of over 65% in size
#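 HeLa cells stably expressing Vif plus C-terminally eYFP-tagged A3F were seeded, incubated overnight at 37 deg C, dosed with compound, incubated overnight again at 37 deg C. Yellow fluorescence (Ex 488/Em 500-530) reported blocked Vif-mediated A3F-eYFP degradation.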
# TrxR1 substrate: qHTS Assay for Substrates of Mammalian Selenoprotein Thioredoxin Reductase 1 (TrxR1): qHTS | Thioredoxin reductase 1, cytoplasmic (Rattus norvegicus), O89049 | purified TrxR1 substrate turnover, NADPH consumption readout | Potency, µM (highest dose often 114 µM), without a hit: top-dose activity change, negative = substrate turnover | actives 0.01% (n = 390,000); note: potency is the fitted concentration of half-maximal effect; % is set by controls: 0 for no effect and ±100 for the full control effect; nearly all actives have a fitted effect of over 50% in size
# Target sequence (O89049 whole entry, looked up): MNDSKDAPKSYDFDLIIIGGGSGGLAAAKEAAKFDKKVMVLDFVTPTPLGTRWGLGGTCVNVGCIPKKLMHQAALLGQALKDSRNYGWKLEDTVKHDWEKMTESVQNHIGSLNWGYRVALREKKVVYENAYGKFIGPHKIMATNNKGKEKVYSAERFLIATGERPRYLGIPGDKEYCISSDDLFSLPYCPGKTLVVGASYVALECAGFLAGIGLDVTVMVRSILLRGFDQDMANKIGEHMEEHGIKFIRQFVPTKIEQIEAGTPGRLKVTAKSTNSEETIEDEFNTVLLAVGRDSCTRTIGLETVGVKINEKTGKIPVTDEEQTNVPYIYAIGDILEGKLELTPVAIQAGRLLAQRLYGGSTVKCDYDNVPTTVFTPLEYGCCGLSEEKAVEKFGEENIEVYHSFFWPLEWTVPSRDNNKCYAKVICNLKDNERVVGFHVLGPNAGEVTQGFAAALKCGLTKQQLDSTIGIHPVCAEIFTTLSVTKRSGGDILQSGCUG
#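 Rat TrxR1, dispensed at 90 nM, was prereduced with 400 uM NADPH (final) for 5 min at ~22 deg C, then incubated with compound 15 min before 400 uM selenite. A first-read NADPH fluorescence drop versus no-compound background flagged substrates.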
# LDHA inh: qHTS assay for inhibitors of human lactate dehydrogenase. L-lactate dehydrogenase A chain (Homo sapiens), P00338. purified LDHA, NADH/diaphorase-resazurin fluorescence; stronger effect = lower value. activity change, % (values are at about 110 or 230 µM). actives 0.15% (n = 480,000); in the data active = activity change below about -30%; inconclusive = mostly about -25% to -30%;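 note: plate controls were DMSO wells for no effect and wells without enzyme for full effect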
#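 LDH5 2 nM; NADH 0.06 mM, pyruvate 0.2 mM; 200 mM Tris pH 7.4, EDTA, Tween-20; 5 min RT. Detection: diaphorase 0.133 mg/mL + resazurin 37 µM, fluorescence ex540/em590 at 0 and 20 min; normalized to enzyme-free and DMSO wells.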
# USP1-UAF1 inh: Inhibitors of USP1/UAF1: Primary Screen; Ubiquitin carboxyl-terminal hydrolase 1 (Homo sapiens), O94782; recombinant USP1/UAF1, Ub-Rhodamine cleavage fluorescence; Potency, µM (titrated, usually from 57.1 µM), inactives show at the highest dose activity change, negative = inhibition, usual class: inhibitors; actives 0.23% (n = 390,000); AID 743255, 2014; note: potency is the fitted concentration of half-maximal effect; % is set by controls: 0 for no effect and ±100 for the full control effect; nearly all actives have a fitted effect of over 60% in size; inactives centre near -12
#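 Step one: compound is pinned into 1nM USP1/UAF1 in HEPES pH 7.8 buffer with TCEP. Step two: 15 min room-temperature incubation. Step three: Ub-Rho (150nM final) starts cleavage, tracked by fluorescence over six one-minute reads.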
# Vif-APOBEC3G blk: qHTS for Inhibitors of Vif-A3G Interactions: qHTS; DNA dC->dU-editing enzyme APOBEC-3G (Homo sapiens), Q9HC16; HeLa A3G-eYFP + Vif (tagged APOBEC3G with the HIV-1 protein that degrades it), YFP fluorescence, overnight; Potency, µM (doses to about 46.1 µM), for the others: at the top dose activity, negative = active, usual class: inhibitors; actives 0.076% (n = 410,000);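 note: potency is the fitted concentration of half-maximal effect; % is set by controls: 0 for no effect and ±100 for the full control effect; nearly all actives have a fitted effect of over 60% in size; hits raise eYFP signal because A3G escapes Vif-driven loss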
#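 Read-out is eYFP fluorescence (Ex 488/Em 500-530) from Vif-expressing HeLa A3G-eYFP cells; more signal means A3G escaped Vif-mediated degradation. Cells plated overnight, compound pinned in, incubated overnight at 37 deg C.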
# RGS4 inh: Inhibitors of Regulator of G Protein Signaling (RGS) 4: qHTS. Regulator of G-protein signaling 4 (Homo sapiens), P49798. Transcreener GDP fluorescence polarization, RGS4-accelerated GTP hydrolysis. Potency, µM (top dose mostly 114 µM), inactives show top-dose activity change, negative = inhibition, hits mostly inhibitors. actives 0.039% (n = 390,000); note: potency is the fitted concentration of half-maximal effect; % is set by controls: 0 for no effect and ±100 for the full control effect; nearly all actives have a fitted effect of over 75% in size; some results filed as inactive show a strong effect at the top dose
# Target sequence (P49798 whole entry, looked up): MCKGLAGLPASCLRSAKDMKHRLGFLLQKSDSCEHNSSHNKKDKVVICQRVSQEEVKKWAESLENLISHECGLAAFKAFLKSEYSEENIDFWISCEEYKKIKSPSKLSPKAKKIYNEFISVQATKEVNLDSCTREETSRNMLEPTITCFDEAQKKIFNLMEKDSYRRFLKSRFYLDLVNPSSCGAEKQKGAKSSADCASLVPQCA
#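 MLSMR compounds (23 nl, pin-transferred) preincubated 10 min at room temperature with a 500nM (2x) first reagent, then RGS4 at 900nM (2x) plus Transcreener GDP mix added; fluorescence polarization (620/688 nm) read before and after 90 min at 30 °C.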
# GRP78 ERSR act: qHTS for Inducers of the Endoplasmic Reticulum Stress Response (ERSR) in Human Glioma: qHTS. U87-MG GRP78 promoter luciferase reporter, 16 h. actives 0.02% (n = 420,000). Potency, µM, inactives show at the top dose activation, actives largely listed as activators; note: potency is the fitted concentration of half-maximal effect; series mostly up to about 76 µM; % of control where 0% means no effect; nearly all actives have a fitted effect of over 35% in size
#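 ERSR induction read as luciferase luminescence (Bright-Glo, 10 min at room temperature) in stably transfected human U87-MG glioma cells exposed to compounds for 16 h, using GRP78 as sensor.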
# TrxR1 inh: qHTS Assay for Inhibitors of Mammalian Selenoprotein Thioredoxin Reductase 1 (TrxR1): qHTS; recombinant rTrxR1, NADPH fluorescence consumption, selenite substrate; actives 1% (n = 390,000); Potency, µM (titrated, usually from 114 µM), for the others: at the highest dose activity change, negative = inhibition, hits mostly inhibitors; AID 588453, 2011; Thioredoxin reductase 1, cytoplasmic (Rattus norvegicus), O89049; note: potency is the fitted concentration of half-maximal effect; % is set by controls: 0 for no effect and ±100 for the full control effect; nearly all actives have a fitted effect of over 65% in size
#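 Rat TrxR1 (90 nM in the dispensed reagent) was pre-reduced with 400 uM NADPH for 5 min at room temperature, then incubated with compound for 15 min. After 400 uM selenite was added, NADPH fluorescence (Ex 340/Em 450 nm) was followed for 8 min.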
# Starred values were filed as active, the others as inactive; i = inactive; u = inconclusive; x = no result given; & = joins results of further samples; [ ] = another dose, or the depositor's remark. Unless noted, calls come from the whole dose curve; as a rule, active = well fitted curve in the direction sought with a large enough effect; inconclusive = small, poorly fitted or top-dose-only effect, or another doubt; inactive = no such curve, though single readings can be large; an effect the other way counts as inactive or inconclusive.
SMILES,IDH1 R132H inh,Vif-A3F inh,TrxR1 substrate,LDHA inh,USP1-UAF1 inh,Vif-APOBEC3G blk,RGS4 inh,GRP78 ERSR act,TrxR1 inh
CCCOc1cccc(C2C(C(=O)c3cccs3)=C(O)C(=O)N2Cc2cccnc2)c1 (stereo not drawn),2%,i,-5%,-2,103%[activator],-199%,2%,-2%,-5%
COc1ccccc1/C=C\C=N\n1c(C2CCCCC2)n[nH]c1=S,-2%,-13%,1%,0,u,-8%,-53%,1%,-4%
COc1ccc2c(c1)CCc1c(C(=O)N3CCc4ccccc4C3)noc1-2,5%,-6%,10%,10,-11%,1%,2%,5%,u
CC(=O)c1ccc(NC(=O)CN2CCN(S(=O)(=O)c3ccc4ccccc4c3)CC2)cc1,7%,-5%,1%,-1,-26%,10%,-25%,-1%,15%
Cc1ccc(S(=O)(=O)Nc2cccc(S(=O)(=O)Nc3ccccc3C(=O)O)c2)c(C)c1,-6%,6%,7%,-5,-22%,0%,-2%,-5%,10%
Cc1onc(-c2ccccc2)c1C(=O)Nc1nnc(CC(C)(C)C)s1,-6%,-18%,-5%,-8&-15,-18%,1%,6%,-1%,8%
Nc1nnc(SCC(=O)Nc2cccc(S(=O)(=O)N3CCCCC3)c2)s1,-11%,-1%,-1%,-7,-1%,2%,9%,-1%,13%
NCCCC[C@@H](C(=O)NCCCCCCCCCCC(=O)N1CCNCC1)n1cc(CCO)nn1,-13%,1%,6%[57.1 µM],0,-5%,2%,5%,-4%,10%[57.1 µM]
COc1ccc(N2CC(C)(C)C2=O)cc1,5%,2%,7%[57.1 µM],-7,-3%,0%,15%,3%,16%[57.1 µM]
Cc1ccc(C(C)C)c(OC/C(O)=C(\C#N)c2nc3ccccc3[nH]2)c1,-4%,u,-2%[57.1 µM],-11,-21%,-12%,13%,-3%,-4%[57.1 µM]
CCOC(=O)C1=C(C)N(CCCC(=O)O)C(=O)NC1c1ccccc1OS(=O)(=O)c1ccc([N+](=O)[O-])cc1 (stereo not drawn),-15%,1%,-1%,-1,-18%,1%,1%,2%,7%[57.1 µM]
O=C(COC(=O)Cn1cnc2ccccc21)Nc1ccc2c(c1)C(=O)c1ccccc1C2=O,5%,-3%,4%,1,-5%,4%,4%,4%,18%
Cc1cc(C)n(-c2ccc3nncn3n2)n1,-2%,-1%,0%[57.1 µM],-7,-21%,0%,12%,-3%,0%[57.1 µM]
O=C(COc1ccccc1F)Nc1ccc2nc(SCCOc3ccccc3)sc2c1,-1%,3%,-7%,-13,-2%,0%,18%,-2%,22%
Nc1ccc(CCc2ccc(N)cc2)cc1,-3%,13%,10%,-7,u,0%,-1%,2%,19%[57.1 µM]
O=C(NCc1ccco1)C1CC2CCC1C2 (stereo not drawn),8%,-15%,11%,-21,-16%,-11%,8%,-3%,8%
CC(C)N(C(=O)COC(=O)c1ccc(Cl)s1)c1ccccc1,-12%,-3%,-4%,-10,-15%,0%,5%,-3%,-14%
Fc1ccc(CSc2nnc(CN3CCOCC3)n2-c2ccccc2)c(Cl)c1,7%,4%,12%[57.1 µM],-1,-12%,4%,-1%,-5%,11%[57.1 µM]
COc1ccc(OCC(=O)NC(Cc2c[nH]c3ccccc23)C(=O)O)cc1 (stereo not drawn),x,x,9%,-3,6%,x,-15%,x,16%
O=C(COC(=O)CNC(=O)C1CCCCC1)Nc1ccc2ccccc2c1,2%,-5%,10%[57.1 µM],-6,-10%,6%,15%[11.4 µM],-3%,5%
O=c1[nH]c2ccc(S(=O)(=O)N3CCCC3)cc2[nH]1,-1%,-15%,4%,-4,-4%,-2%,-5%,-6%,18%
C#CCOCCOCCOCCNc1nc(N2CCN(C(=O)[C@H](Cc3ccc(O)cc3)n3cc([C@@H](N)CC(C)C)nn3)CC2)nc(N2CCN(C(=O)[C@H](Cc3cc4ccccc4[nH]3)n3cc([C@@H](N)CC(C)C)nn3)CC2)n1,-9%,0%,6%,-1,-30%,0%,-35%,-6%,u
CCN(CC(=O)NC1CC1)S(=O)(=O)c1ccc(OC)cc1,9%,5%,3%,-2,-14%,0%,6%,-6%,13%
COc1cc2sc3cc(NCCCN4CCOCC4)ccc3c(=O)c2cc1OC,-2%,-12%,37%[activator],0,-15%,9%,-9%,7%,-1%
Cc1snc(SCc2ccc(F)cc2)c1C#N,-3%,-27%,-8%[57.1 µM],-3,0%,-1%,2%,-1%,0%[57.1 µM]
CCc1cccc(NC(=O)CCCn2nc(C)c3c(C)n(-c4ccccc4)nc3c2=O)c1,0%,2%,-1%[57.1 µM],-4,-14%,0%,-12%[56.9 µM],-4%,10%[57.1 µM]
CCCCc1nn2c(=O)cc(COC(=O)c3ccccc3NC(=O)c3ccccc3OC)nc2s1,6%,1%,7%[57.1 µM],0,7%,-1%,24%,-2%,18%[57.1 µM]
COCCN(CC(=O)Nc1cccc(C)c1C)C(=O)Cc1ccsc1,-8%,3%,-2%,-3,-21%,-6%,-13%,0%,12%
Cc1nc(NC(=O)CCN2C(=O)C3CC=CCC3C2=O)sc1C (stereo not drawn),0%,5%,2%,-2,-24%,0%,16%,6%,-2%
COc1cccc(OCCCCSc2ncccn2)c1,2%,1%,-3%,-7,-17%,0%,u,8%,6%
COc1cc(C(=O)Nc2c(C(=O)N3CCOCC3)oc3ccccc23)cc(OC)c1OC,-7%,-9%,-3%,-4,-22%,-6%,6%,2%,14%
S=c1nc(-c2cccc(Br)c2)[nH][nH]1,-4%,-1%,4%[57.1 µM],-7,-16%,1%,-27%,-4%,-15%[57.1 µM]
O=C(NCC(c1ccc(F)cc1)N1CCOCC1)c1cccnc1Sc1ccccc1 (stereo not drawn),3%,7%,-5%,-4,-9%,1%,-2%,-4%,3%
O=C1NCCNC1(c1c[nH]c2ccccc12)C(F)(F)F (stereo not drawn),-3%,1%,-4%,4,-2%,7%,14%,-2%,2%[57.1 µM]
Cc1cc(C(F)(F)F)nc(SCC(=O)Nc2c(C)n(C)n(-c3ccccc3)c2=O)n1,2%,2%,-7%,2,-24%,0%,-16%,-3%,-15%
COc1cc(NC(=O)CCC(=O)N2CCN(S(=O)(=O)c3ccc(C)cc3)CC2)cc(OC)c1,-1%,5%,-1%,-2,4%,-8%,-7%,-4%,18%
CCc1nc(NCCC(C)C)c(C#N)c2c1CCCC2,2%,-2%,51%[activator],-2,-9%,2%,-5%,-1%,-9%
Cc1ccc(NC(=O)c2cc3ccccc3oc2=N)cc1,16%,1%,1%,-2,-17%,1%,-9%,-7%,5%
CCOC(=O)CC(=O)CSc1nc(-c2ccccc2)cc(-c2ccc(Cl)cc2)c1C#N,2%,-10%,14%,-3,u,-7%,-13%,-6%,-19%
CCOC(=O)C1(Cc2ccc(OC)cc2)CCN(C(=O)Cc2cccnc2)CC1,10%,6%,10%,-2,-14%,-10%,0%,1%,23%
O=S(=O)(c1cccc(C(F)(F)F)c1)N1CCC(O)(c2cccnc2)CC1,-3%,6%,-2%,-9,-2%,-6%,33%,-3%,10%[57.1 µM]

# Assay outcomes from PubChem.

# These rows are one share of the data. The share of hits here may be higher or lower than overall.
